Compound activity from PubChem BioAssay.
Growth percent in the NCI-60 one-dose screen (48 h, 10 µM unless noted): 100 = growth as untreated, 0 = no growth, -100 = all killed.
CCRF-CEM: CCRF-CEM leukemia; actives 7% (n = 77,000)
HOP-92: HOP-92 NSCLC cells; actives 6.3% (n = 71,000)
A549/ATCC: A549/ATCC NSCLC; actives 3.7% (n = 81,000); AID 1794740
M14: M14 melanoma. AID 1794745. actives 6.2% (n = 80,000)
EKVX: EKVX NSCLC | actives 3% (n = 71,000)
RPMI-8226: RPMI-8226 leukemia cells. AID 1794781. actives 7.5% (n = 77,000)
HOP-62: HOP-62 NSCLC; actives 3.9% (n = 80,000)
MOLT-4: MOLT-4 leukemia cells. AID 1794779. actives 6.9% (n = 80,000)
Active calls of the source: *; & = joins results of further samples. Rule for the calls: active = growth percent below 10; inactive = the rest.

Screening Cc1ccc(C(Cc2ccccc2)NCC(C)O)cc1 (configuration not stated) returned CCRF-CEM 81, HOP-92 71, A549/ATCC 87, M14 80, EKVX 100, RPMI-8226 92, HOP-62 71 and MOLT-4 83.
COC(=O)N1CCN(c2ccc(C)cc2)CC1 was read as CCRF-CEM 109, HOP-92 89, A549/ATCC 99, M14 105, EKVX 115, RPMI-8226 109, HOP-62 107 and MOLT-4 112.
Screening CCCN(CCC)S(=O)(=O)c1ccc(C(=O)Oc2ccccc2C(=O)O)cc1 returned CCRF-CEM 94, HOP-92 91, A549/ATCC 91, M14 102, EKVX 103, RPMI-8226 92, HOP-62 100 and MOLT-4 103.
`O=C(N/N=C/c1ccccc1O)c1ccccc1O` gave CCRF-CEM 13, HOP-92 57, A549/ATCC 45, M14 37, EKVX 37, RPMI-8226 37, HOP-62 42 and MOLT-4 19.
`CCNCCC(=O)N1[C@H](c2ccc(Cl)cc2)c2[nH]c3ccccc3c2C[C@@H]1OC(C)=O` gave CCRF-CEM 98, HOP-92 66, A549/ATCC 103, M14 101, EKVX 95, RPMI-8226 85, HOP-62 73 and MOLT-4 87.
NS(=O)(=O)c1ccc(NC(=O)CN(C(=O)C(F)(F)F)C2CCCC2)cc1 was read as CCRF-CEM 94, HOP-92 81, A549/ATCC 103, M14 99, RPMI-8226 102, HOP-62 104 and MOLT-4 122.
Screening CN1CCN(c2nc(-c3cccc4ccccc34)nc3sc4c(c23)CCCCCC4)CC1 returned CCRF-CEM 75, HOP-92 -0.4*, A549/ATCC 96, M14 93, RPMI-8226 79, HOP-62 75 and MOLT-4 74.
`CCOC(=O)/C(F)=C/C1CC1CCc1cccc(C(F)(F)F)c1` (configuration not stated) gave CCRF-CEM 110, HOP-92 116, A549/ATCC 107, M14 99, EKVX 101, RPMI-8226 102, HOP-62 98 and MOLT-4 104.
CN1c2ccccc2SC2C(c3ccccc3)=NOC21 (configuration not stated) was read as CCRF-CEM 92, HOP-92 80, A549/ATCC 77, M14 107, EKVX 82, RPMI-8226 96, HOP-62 74 and MOLT-4 105.
Cc1ccc(N=C=Nc2ccc(C)cc2)cc1 was read as CCRF-CEM 106, HOP-92 103, A549/ATCC 106, M14 111, EKVX 106, RPMI-8226 109, HOP-62 109 and MOLT-4 109.
`Clc1ccc(/C=N/N=C(/c2ccccc2)c2ccc3nc(-c4ccc(Cl)cc4)[nH]c3c2)cc1` gave CCRF-CEM 89, HOP-92 107, A549/ATCC 94, M14 82, EKVX 102, RPMI-8226 77, HOP-62 108 and MOLT-4 65.
For CN1CCc2c(c3cccc4c3n2CCc2ccccc2-4)C1 the results were CCRF-CEM 87, HOP-92 55, A549/ATCC 96, M14 95, RPMI-8226 83, HOP-62 81 and MOLT-4 84.

Taken from the listing, 9 compounds:
`O=C(N/N=C/c1ccccc1O)c1ccccc1O` gave CCRF-CEM 13, HOP-92 57, A549/ATCC 45, M14 37, EKVX 37, RPMI-8226 37, HOP-62 42 and MOLT-4 19.
`CCNCCC(=O)N1[C@H](c2ccc(Cl)cc2)c2[nH]c3ccccc3c2C[C@@H]1OC(C)=O` gave CCRF-CEM 98, HOP-92 66, A549/ATCC 103, M14 101, EKVX 95, RPMI-8226 85, HOP-62 73 and MOLT-4 87.
NS(=O)(=O)c1ccc(NC(=O)CN(C(=O)C(F)(F)F)C2CCCC2)cc1 was read as CCRF-CEM 94, HOP-92 81, A549/ATCC 103, M14 99, RPMI-8226 102, HOP-62 104 and MOLT-4 122.
Screening CN1CCN(c2nc(-c3cccc4ccccc34)nc3sc4c(c23)CCCCCC4)CC1 returned CCRF-CEM 75, HOP-92 -0.4*, A549/ATCC 96, M14 93, RPMI-8226 79, HOP-62 75 and MOLT-4 74.
`CCOC(=O)/C(F)=C/C1CC1CCc1cccc(C(F)(F)F)c1` (configuration not stated) gave CCRF-CEM 110, HOP-92 116, A549/ATCC 107, M14 99, EKVX 101, RPMI-8226 102, HOP-62 98 and MOLT-4 104.
CN1c2ccccc2SC2C(c3ccccc3)=NOC21 (configuration not stated) was read as CCRF-CEM 92, HOP-92 80, A549/ATCC 77, M14 107, EKVX 82, RPMI-8226 96, HOP-62 74 and MOLT-4 105.
Cc1ccc(N=C=Nc2ccc(C)cc2)cc1 was read as CCRF-CEM 106, HOP-92 103, A549/ATCC 106, M14 111, EKVX 106, RPMI-8226 109, HOP-62 109 and MOLT-4 109.
`Clc1ccc(/C=N/N=C(/c2ccccc2)c2ccc3nc(-c4ccc(Cl)cc4)[nH]c3c2)cc1` gave CCRF-CEM 89, HOP-92 107, A549/ATCC 94, M14 82, EKVX 102, RPMI-8226 77, HOP-62 108 and MOLT-4 65.
For CN1CCc2c(c3cccc4c3n2CCc2ccccc2-4)C1 the results were CCRF-CEM 87, HOP-92 55, A549/ATCC 96, M14 95, RPMI-8226 83, HOP-62 81 and MOLT-4 84.

(further entries)
`Nc1nc(N)nc(NCCN(CCCB(O)O)CCNc2nc(N)nc(N)n2)n1` gave CCRF-CEM 108, HOP-92 107, A549/ATCC 102, M14 114, EKVX 106, RPMI-8226 107, HOP-62 104 and MOLT-4 103.
`O=C(N/N=C/c1ccc([N+](=O)[O-])o1)c1[nH]c2ccc(Br)cc2c1-c1ccccc1` gave CCRF-CEM 7.8*, HOP-92 -4.2*, A549/ATCC 22, M14 -35*, EKVX 39, RPMI-8226 0.5*, HOP-62 24 and MOLT-4 5.7*.
`Cc1nc(Cl)nc(Cl)c1COS(C)(=O)=O` gave CCRF-CEM 88, HOP-92 80, A549/ATCC 101, M14 103, EKVX 103, RPMI-8226 87, HOP-62 100 and MOLT-4 94.
Screening COc1ccc2cc(C(C)=O)c3ccccc3c2c1 returned CCRF-CEM 97, HOP-92 87, A549/ATCC 103, M14 105, RPMI-8226 93, HOP-62 86 and MOLT-4 94.
For COc1cc(-c2nnc(SC)n2-c2ccccc2)c(O)c2ccccc12 the results were CCRF-CEM 90, A549/ATCC 103, M14 94, RPMI-8226 87, HOP-62 81 and MOLT-4 83.
For N#CC(=O)Nc1cccc(Cl)c1 the results were A549/ATCC 99, M14 105, RPMI-8226 101 and HOP-62 117.
For Cc1nn(-c2ccccc2)c(Cl)c1C1CC(=O)CC(c2c(C)nn(-c3ccccc3)c2Cl)N1 (configuration not stated) the results were A549/ATCC 101, M14 87, EKVX 112 and HOP-62 95.
Screening COc1cc(NC(=O)CCSc2nc3ccc(Cl)cc3c(=O)n2Cc2ccccc2)cc(OC)c1OC returned CCRF-CEM 78, A549/ATCC 59, M14 75, RPMI-8226 42, HOP-62 57 and MOLT-4 61.
O=c1oc2ccc(Br)cc2c(=O)n1-c1ccc(F)cc1F was read as CCRF-CEM 14, HOP-92 -24*, A549/ATCC 6.8*, M14 12, EKVX 39, RPMI-8226 -4.8*, HOP-62 6.8* and MOLT-4 17.
For CCOC(=O)Nc1c(Cl)n(C)c(=O)n(C)c1=O the results were CCRF-CEM 83, HOP-92 83, A549/ATCC 105, M14 149, EKVX 97, RPMI-8226 91, HOP-62 115 and MOLT-4 126.
For Cn1cc(-c2cc3ncnc(Nc4ccc(CC(=O)Nc5ccc6c(c5)OCCO6)cc4)c3s2)cn1 the results were CCRF-CEM 22, HOP-92 98, A549/ATCC 44, M14 76, EKVX 83, RPMI-8226 49, HOP-62 73 and MOLT-4 26.
`CC(Cc1ccco1)C(=O)NC(N)=O` (configuration not stated) gave CCRF-CEM 99, HOP-92 109, A549/ATCC 92, M14 101, EKVX 98, RPMI-8226 102, HOP-62 106 and MOLT-4 99.
For COc1ccc(-n2c(C)c(C(C)=O)c3c(-c4ccc5c(c4)OCO5)nc4ccccc4c32)cc1O the results were CCRF-CEM 76, HOP-92 87, A549/ATCC 92, M14 89, EKVX 86, RPMI-8226 78, HOP-62 104 and MOLT-4 65.
Screening O=c1c2ccccc2nnn1-c1ccccc1[N+](=O)[O-] returned CCRF-CEM 97, HOP-92 76, A549/ATCC 100, M14 100, EKVX 90, RPMI-8226 96, HOP-62 102 and MOLT-4 111.
COC12C=C/C(=C(/C(=O)OCc3csc(SC)n3)C(=O)CCCCCCCCC3(OC)C=C/C(=C(/C(=O)OCc4cnc(SC)s4)C(=O)CCCCCCCC1)O3)O2 (configuration not stated) was read as CCRF-CEM 15, HOP-92 78, A549/ATCC 40, M14 12, EKVX 33, RPMI-8226 1.5*, HOP-62 59 and MOLT-4 1.3*.
Oc1cccc(C(F)(F)F)c1 was read as CCRF-CEM 89, HOP-92 74, A549/ATCC 97, M14 103, EKVX 106, RPMI-8226 98, HOP-62 102 and MOLT-4 89.
O=C(Cc1ccc(/C=C/C(=O)c2ncccn2)cc1)Nc1ccc(F)cc1 was read as CCRF-CEM 105, HOP-92 108, A549/ATCC 108, M14 96, EKVX 97, RPMI-8226 103, HOP-62 104 and MOLT-4 104.
CCOC(=O)n1ccn(C)c1=S was read as CCRF-CEM 98, HOP-92 104, A549/ATCC 101, M14 97, EKVX 100, RPMI-8226 103, HOP-62 60 and MOLT-4 103.
Screening CN(C)NC(=O)Nc1ccccc1 returned CCRF-CEM 99, HOP-92 89, A549/ATCC 90, M14 105, EKVX 107, HOP-62 98 and MOLT-4 99.
COc1cc(/C=N/NC(=O)c2ccc(S(N)(=O)=O)cc2)ccc1O was read as CCRF-CEM 99, HOP-92 90, A549/ATCC 97, M14 98, EKVX 94, RPMI-8226 99, HOP-62 94 and MOLT-4 100.
For O=C(N/N=C/C=C\c1ccccc1)C(=O)N/N=C/C=C/c1ccccc1 the results were CCRF-CEM 108, HOP-92 115, A549/ATCC 109, M14 107, EKVX 111, RPMI-8226 102, HOP-62 107 and MOLT-4 109.
S=c1[nH]c2cc(Cl)ccc2o1 was read as CCRF-CEM -43*, HOP-92 83, A549/ATCC 118, M14 94, EKVX 99, RPMI-8226 81, HOP-62 102 and MOLT-4 63.
`COc1ccc(-c2c(-c3ccc(F)cc3)[nH]c3[nH]c(=O)[nH]c(=O)c23)cc1` gave HOP-92 105, A549/ATCC 100, M14 113, EKVX 102, RPMI-8226 96, HOP-62 114 and MOLT-4 97.
CNC(=O)OCN1C(=O)C2CC=CCC2C1=O (configuration not stated) was read as CCRF-CEM 96, HOP-92 108, A549/ATCC 108, M14 112, EKVX 113, HOP-62 111 and MOLT-4 93.
For Cc1ccc(C(=O)Cc2ccccc2)c(O)c1 the results were CCRF-CEM 112, HOP-92 87, A549/ATCC 102, M14 110, EKVX 99, RPMI-8226 115, HOP-62 104 and MOLT-4 92.
For CC(=O)[C@@H]1CC[C@]2(C#N)CC[C@]3(C)[C@H](CC[C@@H]4[C@@]5(C)CCC(=O)NC(C)(C)[C@@H]5CC[C@]43C)[C@@H]12 the results were CCRF-CEM 97, HOP-92 82, A549/ATCC 95, M14 89, EKVX 85, RPMI-8226 85, HOP-62 100 and MOLT-4 92.
For N#Cc1c(NN)n(C2OC(CO)C(O)C2O)c2ncnc(N)c12 (configuration not stated) the results were CCRF-CEM -22*, HOP-92 -19*, A549/ATCC 6.4*, M14 -18*, EKVX -0.1* and HOP-62 -0.2*.
CC(C)C(C)/C=C\C(C)C1CCC2C3=CC=C4CC(O)CCC4(C)C3CCC21C (configuration not stated) was read as CCRF-CEM 89, A549/ATCC 100, M14 97, EKVX 101, RPMI-8226 101, HOP-62 104 and MOLT-4 94.
Cc1nc(CF)cc(=O)[nH]1 was read as CCRF-CEM 97, HOP-92 76, A549/ATCC 89, M14 94, EKVX 100, RPMI-8226 95, HOP-62 85 and MOLT-4 111.
Screening CN(C)c1ccc(/C=N/NC(=O)c2cccc3ccccc23)c(Cl)c1 returned CCRF-CEM 10, A549/ATCC 27, M14 28, EKVX 45, RPMI-8226 8.0* and MOLT-4 15.
Screening O/N=C1\CCC2CCCCC2C1 (configuration not stated) returned CCRF-CEM 103, HOP-92 83, A549/ATCC 97, M14 102, RPMI-8226 104, HOP-62 108 and MOLT-4 99.
`CCC(OC(C)=O)c1ccccc1` (configuration not stated) gave CCRF-CEM 100, HOP-92 109, A549/ATCC 104, M14 98, EKVX 97, RPMI-8226 104, HOP-62 89 and MOLT-4 111.
Screening COc1cc(C2CC(c3ccc(C)cc3)=NN2C=O)ccc1OCCN(C)C (configuration not stated) returned CCRF-CEM 89, HOP-92 78, A549/ATCC 85, M14 97, EKVX 90, RPMI-8226 90, HOP-62 88 and MOLT-4 78.
Screening O=[N+]([O-])c1ccc(SSc2ccc([N+](=O)[O-])cc2Cl)c(Cl)c1 returned CCRF-CEM 99, A549/ATCC 96, M14 103, EKVX 88, RPMI-8226 80, HOP-62 112 and MOLT-4 78.
For CCOC(=O)Cc1ccc(N)cc1 the results were CCRF-CEM 85&108, HOP-92 88, A549/ATCC 100&100, M14 108&107, EKVX 122&110, RPMI-8226 100&101, HOP-62 110&124 and MOLT-4 96&99.
For C=C(C)[C@@H]1CC[C@]2(COCCCNCCCN)CC[C@]3(C)[C@H](CC[C@@H]4[C@@]5(C)CC[C@H](O)C(C)(C)[C@@H]5CC[C@]43C)[C@@H]12 the results were CCRF-CEM -40*, HOP-92 -76*, A549/ATCC -49*, M14 -90*, EKVX -84*, RPMI-8226 -35*, HOP-62 -51* and MOLT-4 -34*.
O=C(CN1C(=O)/C(=C/c2ccccc2Cl)SC1=S)N1CCOCC1 was read as CCRF-CEM 62, A549/ATCC 98, M14 85, EKVX 100, RPMI-8226 59, HOP-62 116 and MOLT-4 86.
CC1=CC(c2ccc(Cl)cc2)N2N=C(C)SC2=N1 (configuration not stated) was read as CCRF-CEM 99, A549/ATCC 97, M14 110, RPMI-8226 103, HOP-62 103 and MOLT-4 115.
`S=C1NCCCN1` gave CCRF-CEM 98, A549/ATCC 108, M14 105, EKVX 126, RPMI-8226 106, HOP-62 102 and MOLT-4 109.
For Cc1ccc(Sc2ccccc2N)cc1 the results were CCRF-CEM 88, HOP-92 101, A549/ATCC 96, M14 99, EKVX 121, RPMI-8226 90, HOP-62 100 and MOLT-4 81.
Cc1nn(-c2ccc(Cl)cc2)c(=O)n1CCOc1ccccc1Cl was read as CCRF-CEM 86, HOP-92 78, A549/ATCC 90, M14 99, RPMI-8226 89, HOP-62 75 and MOLT-4 97.
